From PubChem BioAssay
KB-3-1 tox: qHTS assay for MDR1-selective chemotherapeutics: Primary screen using the parental adenocarcinoma cell KB-3-1 | Potency, µM (top dose mostly 46.1 µM), inactives show at the top dose activity change, negative = cytotoxic, usual class: cytotoxic | AID 1347075, 2019 | KB-3-1 viability, CellTiter-Glo ATP luminescence, 72 h | actives 1.4% (n = 400,000); further: potency means the concentration at half of the fitted maximal effect; on the % scale 0 is the no-effect control and ±100 the full control effect; nearly all actives have a fitted effect of over 60% in size
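Viability of parental KB-3-1 cells, measured by CellTiter-Glo luminescence, followed a 72 h incubation at 37 °C with pinned compounds in phenol-red-free DMEM containing 10% FBS.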
HT1080-NT tox: qHTS for induction of synthetic lethality in tumor cells producing 2HG: qHTS for the HT-1080-NT fibrosarcoma cell line | Potency, µM (top dose mostly 46.1 µM), for inactives: at the highest dose activity, negative = less viability, most hits filed as cytotoxic | HT-1080-NT fibrosarcoma viability, CellTiter-Glo ATP luminescence, 48 h | actives 1.6% (n = 360,000);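 further: NT is the 2HG producing partner of a matched IDH1 knockdown line; potency means the concentration at half of the fitted maximal effect; 0% = DMSO-treated cells and -100% = media-only wells without cells; nearly all actives have a fitted effect of over 55% in size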
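Read-out is CellTiter-Glo luminescence after 10 minutes at room temperature, following 48 hours' compound treatment of HT-1080-NT cells (750 cells/well, RPMI, 5% FBS, 37 degrees C).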
WRN inhibitor: qHTS for Inhibitors of WRN Helicase; Bifunctional 3'-5' exonuclease/ATP-dependent helicase WRN (Homo sapiens), Q14191; WRN helicase unwinding, fluorescent forked duplex, kinetic; Potency, µM (top dose mostly 114 µM), without a hit: at the highest dose activity change, negative = inhibition, hits mostly inhibitors; actives 0.46% (n = 360,000); further: potency means the concentration at half of the fitted maximal effect; on the % scale 0 is the no-effect control and ±100 the full control effect; nearly all actives have a fitted effect of over 55% in size
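Primary qHTS, 1536-well format. 20 nM WRN + compound, 15 min RT; start with 100 nM forked fluorophore/quencher duplex, 2 mM ATP (final); kinetic read ex 525/em 598 nm.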
HT1080 IDH1KD tx: qHTS for induction of synthetic lethality in tumor cells producing 2HG: qHTS for the HT-1080-IDH1KD cell line; HT-1080 IDH1 knockdown viability, ATP luminescence, 48 h; Potency, µM (doses to about 46.1 µM), inactives show top-dose activity, negative = toxicity, hits mostly cytotoxic; actives 2% (n = 360,000);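 further: potency means the concentration at half of the fitted maximal effect; 0% = DMSO wells and -100% = cell-free medium wells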
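After a 2 h attachment period, IDH1KD HT-1080 cells took pin-transferred compound for 48 h at 37 °C; ATP-based luminescence after 10 min room-temperature reagent incubation reported viability.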
MCF10A rereplic: A quantitative high throughput screen for small molecules that induce DNA re-replication in MCF 10a normal breast cells; AID 624296, 2012; Potency, µM (top dose mostly 46.1 µM), without a hit: at the top dose activity, positive = re-replication, most hits filed as activators; actives 2.9% (n = 350,000); MCF 10A DNA re-replication, Hoechst nuclear intensity, 48 h; further: potency means the concentration at half of the fitted maximal effect; % of control where 0% means no effect; nearly all actives have a fitted effect of over 50% in size
ATXN2 expr inh: Primary qHTS for Inhibitors of ATXN expression | HEK-293 ATXN2-luciferase reporter, luminescence, 24 h | Potency, µM (doses to about 57 µM), for inactives: at the highest dose activity change, negative = inhibition, most hits filed as inhibitors | actives 0.72% (n = 360,000) | AID 1745845, 2022; further: potency means the concentration at half of the fitted maximal effect; on the % scale 0 is the no-effect control and ±100 the full control effect; nearly all actives have a fitted effect of over 55% in size
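qHTS (up to 57 uM final) was run with 24 h compound exposure of reporter cells at 37 °C. Each well was multiplexed: SteadyGlo luminescence measured ATXN2-luciferase expression after a fluorogenic Gly-Phe-AFC viability readout (25 uM final).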
SW480 rerep: A quantitative high throughput screen for small molecules that induce DNA re-replication in SW480 colon adenocarcinoma cells | actives 1.8% (n = 340,000) | AID 624297, 2012 | Potency, µM (series often up to 46.1 µM), for inactives: at the highest dose re-replication activation, hits mostly activators | SW480 DNA re-replication, Hoechst DNA content imaging, 48 h; further: potency means the concentration at half of the fitted maximal effect; % of control where 0% means no effect; nearly all actives have a fitted effect of over 55% in size
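First, 250 cells per well were seeded. Next, compound or vehicle (23 nL) was pinned in, plates sat 48 hr at 37 C. Finally Hoechst was added for 40 min before fluorescence scanning.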
KB-V1 MDR tox: qHTS assay for MDR1-selective chemotherapeutics: Primary screen using the drug-selected MDR subline cells KB-V1 | KB-V1 MDR cells viability, CellTiter-Glo, 72 h | AID 1347076, 2019 | Potency, µM (titrated, usually from 46.1 µM), without a hit: top-dose activity change, negative = cytotoxicity, most hits filed as cytotoxic | actives 3.4% (n = 400,000); further: potency means the concentration at half of the fitted maximal effect; on the % scale 0 is the no-effect control and ±100 the full control effect; nearly all actives have a fitted effect of over 60% in size
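KB-V1 cells (P-gp-expressing MDR subline of KB-3-1) in phenol-red-free DMEM with 10% FBS were exposed to library compounds over a concentration series for 72 h at 37 degrees C. Viability read by CellTiter-Glo luminescence; concentration-effect curves fitted after normalization.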
IL-1B inflam inh: qHTS for Inhibitors of Inflammasome Signaling: IL-1-beta AlphaLISA Primary Screen | actives 4.7% (n = 360,000) | activity change, % at 57.5 µM | THP-1 LPS/ATP IL-1B secretion, AlphaLISA, 16 h; hits give low values; in the data active means activity change below about -50%; inconclusive means mostly about -30% to -49%; further: on the % scale 0 is the no-effect control and ±100 the full control effect
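THP-1 cells pretreated 1 hr with compounds (up to 57.5 uM final), then stimulated with LPS (250 ng/mL final) plus ATP (1.25 mM final); secreted IL-1B measured by AlphaLISA after 16 hr, decreased signal indicating inhibition.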
An asterisk follows results filed as active; u = inconclusive; x = not tested or not shown; [ ] = another dose, or the depositor's remark. Unless noted, the call rests on the fitted dose curve; in most records, active means well fitted curve in the direction sought with a large enough effect; inconclusive means small, poorly fitted or top-dose-only effect, or another doubt; inactive means no such curve, though single readings can be large; an effect the other way counts as inactive or inconclusive.

SMILES	KB-3-1 tox	HT1080-NT tox	WRN inhibitor	HT1080 IDH1KD tx	MCF10A rereplic	ATXN2 expr inh	SW480 rerep	KB-V1 MDR tox	IL-1B inflam inh
O=C(NCc1cc(C(F)(F)F)cc(C(F)(F)F)c1)C1CC(c2ccc(C(F)(F)F)cc2)=NO1 (configuration not stated)	4%	1%	-8%	4%	6%	2%	-30%[9.22 µM]	9%	u
FC(F)(F)c1ccc(C2[C@H]3CN(Cc4cccnc4)[C@H](c4ccccc4)C34CC2(c2cccnc2)C4)cc1 (some centres not stated)	u	u	-7%	u	10%	u	0%	u	-14
NC(=O)c1ccccc1OCC(=O)O	2%	13%	7%	17%	3%	0%	-3%	22%	10
O=C(c1ccc(CS(=O)(=O)Cc2ccccc2)cc1)N1CCCCC1	-12%	15%	-1%	3%	-3%	6%	-10%	8%	39
Cc1ccc(NC(=O)c2ccc(S(=O)(=O)NCC3CCCO3)cc2)cc1C (configuration not stated)	-3%	-11%	-1%	-14%	0%	-20%	-1%	-17%	9
CCOC(=O)[C@H]1[C@H]2COc3ccc(C)cc3[C@@H]2N2C(=O)CN(Cc3ccc(F)cc3)C(=O)[C@@]12C	14%	30%	-1%	-3%	-2%	-3%	-13%	15%	-2
O=C(NNc1cc(N2CCOCC2)nc(N2CCOCC2)n1)c1ccc(Cl)cc1Cl	u	1%	-28%[57.1 µM]	4%	0%	-14%	4%	u	19
COc1ccc(S(=O)(=O)N2CCN(Cc3cc(OC)c(OC)c(OC)c3)CC2)cc1	-6%	7%	-33%	0%	6%	-1%	-3%	-27%	0
Cc1ccc(NC(=O)Cn2nnc3ccccc3c2=O)cc1	5%	3%	2%	3%	1%	7%	-3%	-4%	-2
O=C(C(=O)N1CCN(c2ccccc2F)CC1)c1c[nH]c2ccccc12	9%	-1%	4%	4%	1%	12%	-7%	u	-25
CNC(=O)c1ccsc1NC(=O)c1ccc(S(=O)(=O)N2CCOCC2)cc1	17%	21%	-3%	11%	10%	8%	1%	u	-28
CC(C)N(C(=O)COC(=O)CNS(=O)(=O)c1ccccc1F)c1ccccc1	-5%	6%	-8%	3%	6%	x	-13%	-7%	0
Cc1cc(C)n(C(=O)/C(C#N)=C/N(C)C)n1	6%	13%	-3%	17%	-3%	10%	-11%	0%	-9
O=C(NC(NC(=S)Nc1c(Cl)cccc1Cl)C(Cl)(Cl)Cl)c1cccc([N+](=O)[O-])c1 (configuration not stated)	u	u	-1%	u	6.5µM*	-7%	u	u	-26
CCCCNC(=O)C[C@@H]1C[C@@]2(C(=O)OCC)CCCC=C2N(Cc2ccc3c(c2)OCO3)C1=O	9%	-3%	5%	-1%	x	0%	x	-8%	-11
O=C(NCc1nc2ccccc2[nH]1)C1=C[C@H](c2ccc3c(c2)OCO3)C[C@H](OCc2ccc(CO)cc2)O1	0%	-2%	0%	-1%	8%	-5%	16%	u	-7
Cc1ccc(OCC(=O)Nc2ccccc2Sc2ccccc2)c([N+](=O)[O-])n1	-22%	-15%	4%	0%	-7%	-1%	2%	18µM*	-1
CCN(CC)CCn1c(N)c(S(=O)(=O)c2ccccc2)c2nc3ccccc3nc21	-3%	-13%	-1%	-13%	19%	-21%	14%	-23%	-23
COCCNC(=O)C(c1ccc(C)cc1)N(C(=O)CCC(=O)Nc1ccccn1)c1cccc(C)c1 (configuration not stated)	3%	-11%	1%	-1%	8%	-4%	-13%	20%	-15
CSc1cccc(NC(=O)C2CCN(S(=O)(=O)c3ccc(F)cc3)CC2)c1	-10%	-28%	-12%	u	u	-22%	0%	-14%	-2
Cc1ccc(-c2[nH]c(=S)[nH]c(=O)c2C#N)cc1	-14%	-1%	-7%	-2%	1%	-12%	0%	14%	-2
CCOc1ccc(S(=O)(=O)NCc2ccncc2)cc1NC(=O)c1ccccc1F	u	u	u	23µM*	u	-1%	3%	u	55
CC(=O)N1CCc2c(sc(NC(=O)CS(=O)(=O)c3ccc(F)cc3)c2C#N)C1	u	-26%	-11%	-29%	u	1%	u	0%	59
O=C(CC1OC(=O)c2ccccc21)c1ccco1 (configuration not stated)	6%	-13%	-8%	0%	4%	-28%	-2%	17%	-30
C[C@H](O)CNC(=O)c1[nH]cnc1C(=O)Nc1cccc(Cl)c1	3%	16%	3%	8%	x	6%	x	3%	-14
SMILES	KB-3-1 tox	HT1080-NT tox	WRN inhibitor	HT1080 IDH1KD tx	MCF10A rereplic	ATXN2 expr inh	SW480 rerep	KB-V1 MDR tox	IL-1B inflam inh
O=C(NCc1ccccc1)C1(C(F)(F)F)C/C(=C\CCO)CCCO1 (configuration not stated)	0%	9%	-1%	9%	-23%	14%	0%	u	1
COc1ccccc1NC(=O)c1ccc2c(c1)N(CC(=O)NC(C)C)C(=O)C(C)(C)O2	-2%	16%	-5%	19%	-2%	-5%	-15%	-25%	12
CCN(CC(=O)Nc1c(F)cccc1F)C(=O)c1cn2ccccc2n1	23%	-1%	7%	2%	-3%	8%	-5%	10%	-8
Cc1occc1-c1nnc(SCCNCCO)o1	11%	5%	5%	11%	-1%	x	-2%	-1%	-1
Cc1ccc(-n2c(N)c(C#N)c(-c3ccccc3)c(C#N)c2=O)cc1	6%	6%	0%	12%	2%	0%	-2%	-1%	14
CCn1c(COc2ccccc2)nnc1SCC(=O)CC(=O)Nc1ccccc1OC	8%	-5%	-7%	1%	29%	-7%	-1%	-22%	28
CCOc1ccc(-c2nc(N)ncc2-c2ccccc2)c(O)c1	15µM*	u	-13%	u	17%	-4%	16%	u	u
Cc1cc(=O)oc2cc(OCC(=O)N3CCC(O)CC3)c(Cl)cc12	0%	11%	4%	7%	-3%	3%	1%	6%	-10
Cc1c(C(=O)N2CCCCC2)sc(NC(=O)c2ccco2)c1C#N	16%	22%	-6%	18%	4%	0%	-5%	-1%	10
NC(=O)c1cc(S(=O)(=O)N2CCCC2)ccc1OCCOc1ccccc1F	-1%	2%	-5%	-7%	4%	-1%	-8%	-4%	-14
Cc1cc(C(=O)NN)c(Cl)cc1Cl	1%	6%	4%	1%	0%	x	-5%	0%	3
Cc1ccc(Cn2c(N3CCNCC3)nc3c2c(=O)[nH]c(=O)n3C)cc1	-2%	-4%	0%	-5%	-4%	-5%	-12%	7%	-11
C/C(=N\NC(=S)NCc1ccccc1)c1cccc(Br)c1	0%	-23%	-6%	u	-1%	15%	-8%	u	-14
CCOc1ccccc1NC(=O)C(=O)CC(=O)c1ccc(OC)cc1	-4%	-16%	-9%	-14%	9%	-6%	27%	16µM*	28
CC(NC(=O)COC(=O)Cc1cccs1)c1ccc(F)cc1 (configuration not stated)	-1%	7%	8%	7%	0%	3%	1%	27%	3
Cc1cc(C)cc(NS(=O)(=O)c2c(C(=O)N3CCOCC3)c(C)n(C)c2C)c1	3%	4%	6%	7%	6%	-8%	-5%	11%	-24
CCOc1ccc(N2CC(C(=O)N3CC(C)OC(C)C3)CC2=O)cc1 (configuration not stated)	-13%	10%	u	24%	1%	-5%	9%	3%	5
Cc1noc(C)c1S(=O)(=O)N1CCCC(C(=O)c2cccc(OC(C)C)c2)C1 (configuration not stated)	-12%	-3%	-7%	2%	4%	-5%	5%	u	22
COc1ccc(NC(=O)COC(=O)c2cc(OC)c(OC)cc2NC(=O)c2ccco2)cc1OC	1%	u	-3%	u	u	-9%	10µM*	-11%	-8
CCOC(=O)[C@H]1[C@H]2COc3ccc(Br)cc3[C@@H]2N2C(=O)c3ccc(Cl)cc3NC(=O)[C@@]12C	u	5%	15%	7%	17%	1%	-13%	u	u
CN(C(=O)COC(=O)Cc1ccc(Br)cc1)c1c(N)n(Cc2ccccc2)c(=O)[nH]c1=O	1%	2%	1%	0%	x	x	x	23%	-10
Cn1c(SCCN2CCCCC2)nnc1-c1ccccc1Br	1%	24%	8%	21%	4%	27%	-2%	-7%	-14
N#C/C(=C(/O)COC(=O)CSc1ccc(Cl)cc1)c1nc2ccccc2[nH]1	18%	-3%	-10%	-3%	u	28µM*	u	-20%	-102*
COc1cccc(N2CCN(C(=O)CCC(=O)c3ccc(Cl)s3)CC2)c1	-1%	7%	-7%	-1%	13%	x	-1%	-8%	-5
O=C(CSc1nnc(-c2ccncc2)n1Cc1ccccc1)NC1CCCCC1	-2%	2%	-5%	9%	6%	10%	0%	-8%	-8
COC(=O)c1ccc2c(=O)[nH]c(COC(=O)c3c(-c4ccccc4)noc3C)nc2c1	2%	8%	-1%	-8%	18%	5%	-11%	-13%	11
Clc1cccc(-c2nc(-c3ccccn3)no2)c1	u	u	11%	u	-5%	13µM*	-13%	-28%	13
O=C(COc1ccccc1[N+](=O)[O-])Nc1cccc(S(=O)(=O)N2CCCC2)c1	12%	8%	-5%	8%	4%	3%	0%	u	-1
